Screening results from PubChem.
POLH inh = blocks human DNA polymerase eta activity; Q9Y253; recombinant Pol eta, fluorescent DNA replication assay; Potency, µM (titrated, usually from 114 µM), for the others: at the highest dose activity change, negative = inhibition, hits mostly inhibitors; hit rate 1.2% among 390,000; further: potency means the concentration at half of the fitted maximal effect; on the % scale 0 is the no-effect control and ±100 the full control effect
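Fluorescent replication assay: 50 nM final substrate added after a 15 min room-temperature compound preincubation with 10 nM enzyme. Signal taken at 0 min and again at 10 min.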
Anesthetic bind = candidate novel general anesthetic via apoferritin binding | P02791 | apoferritin/1-aminoanthracene competitive binding, fluorescence | Potency, µM (top dose mostly 77.5 µM), without a hit: top-dose activity change, negative = displacement, actives largely listed as inhibitors | hit rate 0.074% among 350,000 | AID 485281; further: potency means the concentration at half of the fitted maximal effect; on the % scale 0 is the no-effect control and ±100 the full control effect; nearly all actives have a fitted effect of over 20% in size
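Concentration-response curves derived by four-parameter Hill fitting of normalized fluorescence, where compounds displaced 1-AMA from 10 uM horse apoferritin following a brief 10 min room-temperature incubation; propofol titration acted as positive control.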
RXFP1 antagonist = antagonists of human relaxin receptor RXFP1. Q9HBX9. HEK293-RXFP1, relaxin-stimulated cAMP HTRF, 30 min; active compounds read low. activity change, negative = inhibition, % at 57.5 µM. hit rate 0.59% among 350,000. AID 1259400;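 active means activity change of -60% or lower, but not beyond a set lower limit; inconclusive means change between -60% and -40%, or beyond the set limit; inactive means change above -40%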; further: on the % scale 0 is the no-effect control and ±100 the full control effect
POLI inh = blocks human DNA polymerase iota activity. Potency, µM (highest dose often 115 µM), for the others: at the highest dose activity, negative = inhibition, most hits filed as inhibitors. AID 588590. Pol iota fluorescent replication assay, 10 min. hit rate 1% among 390,000. Q9UNA4; further: potency means the concentration at half of the fitted maximal effect
Target sequence (Q9UNA4 whole entry, looked up): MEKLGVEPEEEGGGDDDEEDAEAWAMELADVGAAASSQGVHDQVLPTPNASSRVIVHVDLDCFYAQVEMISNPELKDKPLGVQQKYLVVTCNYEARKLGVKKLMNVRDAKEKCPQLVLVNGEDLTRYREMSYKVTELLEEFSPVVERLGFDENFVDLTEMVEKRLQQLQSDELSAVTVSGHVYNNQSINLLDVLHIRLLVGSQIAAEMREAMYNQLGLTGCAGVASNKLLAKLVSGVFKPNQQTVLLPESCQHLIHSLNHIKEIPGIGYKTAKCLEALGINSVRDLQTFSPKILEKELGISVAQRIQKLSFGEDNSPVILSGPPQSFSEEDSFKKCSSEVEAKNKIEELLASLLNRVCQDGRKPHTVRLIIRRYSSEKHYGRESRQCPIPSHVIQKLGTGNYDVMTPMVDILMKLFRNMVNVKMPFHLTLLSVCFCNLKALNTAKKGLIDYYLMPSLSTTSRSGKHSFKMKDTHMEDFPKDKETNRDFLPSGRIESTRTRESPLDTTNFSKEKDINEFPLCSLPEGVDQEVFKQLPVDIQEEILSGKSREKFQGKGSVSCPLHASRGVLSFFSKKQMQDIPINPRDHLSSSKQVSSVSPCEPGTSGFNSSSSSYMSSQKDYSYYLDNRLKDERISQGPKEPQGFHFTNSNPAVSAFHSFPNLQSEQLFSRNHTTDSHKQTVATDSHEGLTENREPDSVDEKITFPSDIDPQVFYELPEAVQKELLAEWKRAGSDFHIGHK
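Pol iota at 10 nM preincubated 15 min with compounds at room temperature; reaction started with fluorescent substrate, 50 nM final. Fluorescence read kinetically at 0 and 10 min; buffer-only wells as negative control.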
Tb PGK inh = inhibitors of T. brucei phosphoglycerate kinase; AID 602233; hit rate 0.043% among 380,000; Potency, µM (titrated, usually from 57.5 µM), without a hit: at the highest dose activity change, negative = inhibition, usual class: inhibitors; P07378; PGK/GAPDH coupled, Kinase-Glo luminescence, 60 min; further: potency means the concentration at half of the fitted maximal effect; on the % scale 0 is the no-effect control and ±100 the full control effect; nearly all actives have a fitted effect of over 60% in size
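Luminescent ATP detection (Kinase-Glo Plus) follows a 60-minute room-temperature incubation, with wells lacking PGK as controls. Buffer: 100 mM TEA (pH 7.6), 5 mM MgCl2, 0.01% Tween-20. Coupling enzyme GAPDH (100 nM final) supplies unstable 1,3-BPG in-well.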
Pol kappa inh = DNA polymerase kappa (human) inhibition. purified Pol kappa, fluorescent DNA synthesis assay, 10 min. Potency, µM (doses to about 107 µM), without a hit: top-dose activity, negative = inhibition, hits mostly inhibitors. hit rate 0.53% among 400,000. AID 588579; further: potency means the concentration at half of the fitted maximal effect; on the % scale 0 is the no-effect control and ±100 the full control effect
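Inhibition of 10 nM Pol kappa is measured by a fluorescent read-out at 0 and 10 min following addition of 50 nM substrate (final), with a 15-min room-temperature compound preincubation.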
Pol beta inh = inhibitors of human DNA polymerase beta; Pol beta primer extension/strand displacement, fluorescence kinetic; Potency, µM (doses to about 114 µM), inactives show at the highest dose activity change, negative = inhibition, usual class: inhibitors; hit rate 1.3% among 340,000; further: potency means the concentration at half of the fitted maximal effect; on the % scale 0 is the no-effect control and ±100 the full control effect
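Kinetic readout of DNA synthesis with strand displacement by Pol beta. Compound and 10 nM enzyme sit 15 min at room temperature; 50 nM substrate starts the reaction, read immediately and at 10 min.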
BLM helicase inh = Bloom syndrome helicase (human) inhibition. P54132. hit rate 0.2% among 350,000. Potency, µM (highest dose often 56.1 µM), inactives show at the highest dose activity change, negative = inhibition, actives largely listed as inhibitors. recombinant BLM DNA unwinding, fluorescence dequenching;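 further: potency means the concentration at half of the fitted maximal effect; plate controls were vehicle for no effect and no enzyme for full effect; nearly all actives have a fitted effect of over 35% in size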
APEX1 inh = inhibitors of human APE1 endonuclease; AID 2517; Potency, µM (highest dose often 65.8 µM), for inactives: at the highest dose activity change, negative = inhibition, usual class: inhibitors; hit rate 0.35% among 350,000; recombinant APE1, TAMRA/BHQ-2 abasic DNA cleavage fluorescence;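 further: potency means the concentration at half of the fitted maximal effect; plate controls were vehicle for no effect and reference inhibitor for full effect; nearly all actives have a fitted effect of over 55% in size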
Target sequence (P27695 whole entry, looked up): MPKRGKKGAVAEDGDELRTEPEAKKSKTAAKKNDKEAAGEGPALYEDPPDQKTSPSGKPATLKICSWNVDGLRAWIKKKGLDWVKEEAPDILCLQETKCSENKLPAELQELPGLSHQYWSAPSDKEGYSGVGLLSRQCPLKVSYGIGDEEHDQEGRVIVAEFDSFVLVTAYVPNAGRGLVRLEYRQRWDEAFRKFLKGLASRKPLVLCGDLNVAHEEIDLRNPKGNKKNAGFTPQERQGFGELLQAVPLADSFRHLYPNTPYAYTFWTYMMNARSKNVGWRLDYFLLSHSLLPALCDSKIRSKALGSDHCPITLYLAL
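Incision of a quenched TAMRA/BHQ-2 THF abasic-site duplex (50 nM) by 0.75 nM APE1, after 15 min compound preincubation, measured as fluorescence increase over three 60 s reads. Values normalized to buffer, DMSO and NSC13755 control wells.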
The depositor's hits bear a star; i = inactive; ? = inconclusive; · = not tested or not shown; [ ] = dose if it differs, or a comment. Unless noted, the call rests on the fitted dose curve; in most records, active means well fitted curve in the direction sought with a large enough effect; inconclusive means small, poorly fitted or top-dose-only effect, or another doubt; inactive means no such curve, though single readings can be large; an effect the other way counts as inactive or inconclusive.

SMILES | POLH inh | Anesthetic bind | RXFP1 antagonist | POLI inh | Tb PGK inh | Pol kappa inh | Pol beta inh | BLM helicase inh | APEX1 inh
Nc1n[nH]c(-c2cccc([N+](=O)[O-])c2)n1 | -17% | 5% | 2 | 10% | -1% | -9% | 27% | 0% | -11%
COc1ccc(-c2nc(-n3c(C)c(C(C)=O)c(C(C)=O)c3C)sc2C)cc1 | ? | -22% | -2 | 4% | i | -4% | 0% | -2% | 2%
O=C(c1ccc(Cl)cc1)N1CCn2c1nc1ccccc12 | -24% | -8% | -1 | 5% | -4% | 8% | 3% | -4% | 2%
COc1cc(-c2noc(C3CCCN(C(=O)c4ccccc4)C3)n2)cc(OC)c1OC (stereo not given) | -1% | -10% | -6 | 5% | i | 1% | 1% | -1% | -2%
Cc1ccc2[nH]c(=O)c(CN(Cc3ccccc3)C(=S)NCCCN(C)C)cc2c1 | -11% | -11% | ? | 58%[activator] | 2% | -9% | -2% | -8% | 10%
Cc1cc(C)n(CCN(C)C(=O)CCc2nnc(CCC3CCCCC3)o2)n1 | -6% | -17% | -13 | 0% | 0% | 0% | 12% | -4% | -2%
CC(=O)c1c(C)oc2ccc(N(C(C)=O)S(=O)(=O)c3ccc(Br)cc3)cc12 | ? | · | -10 | ? | -5% | -9% | · | · | ·
O=C(NCCCN1CCCC(O)C1)c1cc(COc2ccc(F)cc2F)on1 (stereo not given) | 2% | -21% | -19 | 4% | 0% | -10% | 26% | -4% | 20%
COc1ccccc1NC(=O)c1ccccc1Nc1ccccc1 | -14% | 36%[activator] | -18 | 48%[activator] | -7% | -13% | 47% | -8% | -15%
CCn1cnc2cc(NC(=O)c3ccco3)ccc21 | 1% | 2% | 6 | 26% | -9% | -18% | 9% | 7% | 1%
CCOC(=O)[C@H]1[C@H]2COc3ccc(Cl)cc3[C@H]2N2C(=O)CNC(=O)[C@@]12C | -3% | · | · | 14% | -11% | 2% | · | · | 21%
O=C(Nc1ccccc1C(=O)NCc1ccco1)Nc1cccc2ccccc12 | -9% | -11% | 2 | -17% | -9% | ? | 17% | -6% | -4%
CC12CC3CC(C)(C1)CC(C(=O)NC(=S)N1CCOCC1)(C3)C2 | -7% | ? | -22 | 16% | -7% | -1% | -2% | -2% | -1%
O=C(NNC(=O)c1ccc(-c2ccc([N+](=O)[O-])cc2)o1)c1ccncc1 | ? | · | 1 | -21% | -5% | -19% | · | · | 3%
Cn1c(=N)n(CC(=O)c2ccc(F)cc2)c2ccccc21 | -5% | -5% | -20 | 130%[activator] | -6% | 7% | 24% | 1% | 6%
c1ccc(-c2nnn(C34CC5CC(CC(C5)C3)C4)n2)cc1 | 0% | ? | 12 | 4% | 4% | -5% | -1% | -1% | -5%
Cc1cc2c(=O)n(CC(=O)NCC(=O)Nc3ccc(C(C)C)cc3)cnc2s1 | -5% | 12% | -6 | ? | 1% | -3% | -2% | 0% | -9%
COC(=O)C1C(=O)C(C(=O)/C=C/c2ccccc2)C(=O)CC1(C)C (stereo not given) | -9% | -6% | -26 | ? | 8% | ? | 3% | -1% | -2%
COc1cccc(CN(C)CC(=O)Nc2sc3c(c2C#N)CCC3)c1OC | -18% | -3% | -3 | 40%[activator] | 7% | 3% | ? | -19% | -14%
O=C(c1c(F)cccc1F)N1CCCC(c2nc(-c3cccs3)no2)C1 (stereo not given) | -3% | 3% | -4 | 9% | -11% | -3% | 0% | 0% | 12%[12.4 µM]
CC(=O)c1cccc(NC(=O)c2nc3ccccc3nc2N2CCCCC2)c1 | -18% | -14% | -11 | 1% | 0% | -14%[60.1 µM] | -2% | -2% | ·
COc1ccc(NC(=O)CSc2nnc(-c3ccccn3)n2-c2ccccc2)cc1OC | -10% | -12% | 10 | 14% | i | -5% | -3% | -3% | -5%
O=C1CCCN1CN(C(=O)c1ccccc1)c1ccc(F)cc1 | 10% | -5% | -2 | 9% | -8% | -19% | 26% | -2% | 10%
COc1cc2c(cc1OC)CN(C(=O)/C=C/c1ccc([N+](=O)[O-])cc1)CC2 | -9% | -4% | -12 | 21% | -3% | 4% | 0% | -4% | 7%
COc1ccc(S(=O)(=O)N2CCC(C(=O)NC(C)c3ccccc3)CC2)cc1 (stereo not given) | -19% | -9% | -14 | 23% | -6% | 0% | 2% | -1% | ·
CCOC(=O)c1c(C)oc2nc(C)nc(NCCCN3CCN(c4ccccc4OC)CC3)c12 | -6% | -16% | -12 | -11% | -6% | -8% | -8% | -13% | ·
CC(=O)N1CCOc2cc(S(=O)(=O)Nc3c(C)cccc3C(C)C)c(Cl)cc21 | -13% | -3% | -6 | 79µM* | 2% | -27% | -36% | -5% | 15%
O=C(Cn1ncc2c1-c1ccccc1OC2)Nc1nc2ccccc2s1 | -5% | -14% | · | 3% | i | -4% | 15% | -6% | 12%
CC(=O)N1c2ccccc2Nc2ccccc21 | -23% | 8% | -21 | -1% | -6% | -9% | 27% | 2% | 5%
Nc1cc(N)nc(SCC(=O)Nc2ccc3c(c2)OCO3)n1 | -6% | -2% | -5 | 21% | 9% | -11% | 4% | 3% | 53%[activator]
CN(C)C=Nc1nonc1N | -8% | 5% | -6 | -16% | -5% | -4% | 7% | 2% | 14%
CC(C)(C)C(=O)CN1C(=O)C2(OCCO2)c2ccccc21 | -6% | -12% | -13 | -3% | -10% | -6% | 4% | 3% | -3%
CCC(O)c1nc2ccccc2n1CCOc1cc(C)cc(C)c1 (stereo not given) | -18% | 55% | -29 | 10% | 4% | -14% | 6% | -6% | ·
O=C(Nc1nnc(SCc2ccccc2F)s1)C1=COCCO1 | -19% | ? | -3 | 23% | i | 0% | 5% | -2% | 5%
Cc1c(NC(=O)c2ccc(N3CCC(C)CC3)c([N+](=O)[O-])c2)cccc1-c1nc2ccccc2o1 | -4% | 8% | -2 | -28% | i | 0% | ? | -2% | ·
CCn1cc(CN2CCC(n3nccc3NC(=O)C(OC)c3ccccc3)CC2)cn1 (stereo not given) | -19% | · | 1 | 0% | 2% | 2% | · | · | ·
CCN(CC)c1ccc(C=Nc2ccc(OC)c(S(=O)(=O)N3CCOCC3)c2)c(O)c1 | -12% | · | 5 | 24% | i | 7% | · | · | 29%
O=C(CSc1ccccc1F)NCCCN1CCCC1=O | -20% | · | -3 | 5% | 7% | 3% | · | · | 50%
CS(=O)(=O)c1ccc2nc(NC(=O)c3cc(-c4ccccc4)nn3-c3ccccc3)sc2c1 | 5% | -9% | 6 | -11% | 3% | 2% | 16% | -14% | 12%
COc1cc(NC(=O)Cc2cccs2)ccc1-n1cnnn1 | -23% | -4% | -14 | -2% | -4% | -15% | 0% | 1% | 0%

Nine structures from above, ordered by molecular weight, lowest first:
SMILES | POLH inh | Anesthetic bind | RXFP1 antagonist | POLI inh | Tb PGK inh | Pol kappa inh | Pol beta inh | BLM helicase inh | APEX1 inh
CN(C)C=Nc1nonc1N | -8% | 5% | -6 | -16% | -5% | -4% | 7% | 2% | 14%
CC(=O)N1c2ccccc2Nc2ccccc21 | -23% | 8% | -21 | -1% | -6% | -9% | 27% | 2% | 5%
CC(C)(C)C(=O)CN1C(=O)C2(OCCO2)c2ccccc21 | -6% | -12% | -13 | -3% | -10% | -6% | 4% | 3% | -3%
O=C(CSc1ccccc1F)NCCCN1CCCC1=O | -20% | · | -3 | 5% | 7% | 3% | · | · | 50%
COc1cc(NC(=O)Cc2cccs2)ccc1-n1cnnn1 | -23% | -4% | -14 | -2% | -4% | -15% | 0% | 1% | 0%
O=C(Nc1nnc(SCc2ccccc2F)s1)C1=COCCO1 | -19% | ? | -3 | 23% | i | 0% | 5% | -2% | 5%
CCN(CC)c1ccc(C=Nc2ccc(OC)c(S(=O)(=O)N3CCOCC3)c2)c(O)c1 | -12% | · | 5 | 24% | i | 7% | · | · | 29%
Cc1c(NC(=O)c2ccc(N3CCC(C)CC3)c([N+](=O)[O-])c2)cccc1-c1nc2ccccc2o1 | -4% | 8% | -2 | -28% | i | 0% | ? | -2% | ·
CS(=O)(=O)c1ccc2nc(NC(=O)c3cc(-c4ccccc4)nn3-c3ccccc3)sc2c1 | 5% | -9% | 6 | -11% | 3% | 2% | 16% | -14% | 12%

(further entries)
SMILES | POLH inh | Anesthetic bind | RXFP1 antagonist | POLI inh | Tb PGK inh | Pol kappa inh | Pol beta inh | BLM helicase inh | APEX1 inh
CCc1noc(C)c1C(=O)Nc1nnc(CC(C)C)s1 | -15% | · | 11 | 60%[activator] | -2% | 11% | · | · | 4%
CCCCC1CCC(C(=O)NCC(c2ccco2)N2CCOCC2)CC1 (stereo not given) | · | -11% | · | · | · | · | 15% | -7% | 1%
COc1ccc(OC)c(-c2csc(CCn3nc(C)cc3C)n2)c1 | 10% | -13% | 5 | 20% | -10% | 6% | 1% | -1% | -6%
Cc1ccc(C)c(OCC(=O)Nc2ccc(C(=O)O)cc2NC(=O)COc2cc(C)ccc2C)c1 | -11% | -17% | -11 | 1% | i | 5% | -12% | -9% | 33%
Nc1nonc1-n1nnc(C(=O)N/N=C/c2ccccc2Cl)c1-c1ccccc1 | -18% | -2% | -19 | 22% | 2% | 0% | -12% | -4% | 50%
CC1(C)CC(=S)Nc2ccccc2S1 | -18% | -14% | 11 | 16% | -6% | -8% | -2% | 0% | -11%
C1=C(c2ccccc2)Nc2nnnn2C1c1cccs1 (stereo not given) | -9% | -13% | ? | 4% | -6% | -15% | 82% | -1% | 0%
O=C(Nc1ccc(S(=O)(=O)Nc2ccccn2)cc1)c1ccc(Cl)cc1Cl | -20% | -10% | -10 | 50%[activator] | -5% | -7% | 0% | -6% | -5%
COc1ccc(CCNS(=O)(=O)c2ccc3oc(C(=O)O)c(C)c3c2)cc1OC | -9% | -7% | 6 | 12% | 0% | -6% | 3% | 3% | -2%

These rows are one share of the data; rates above refer to the full screens.
